From PubChem
APJ ag – agonists of human apelin receptor APJ, primary screen, CHO-K1 cells, PathHunter beta-arrestin, luminescence. activation, % at 20 µM. 0% DMSO wells, 100% apelin. P35414. actives 0.11% (n = 330,000);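 active = activation more than six SD over the plate average, tested at 20 µM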;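 note: 0% = DMSO alone and 100% = apelin-13 at 10 nM; some results filed as inactive read as strong as hits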
Target sequence (P35414 whole entry, looked up): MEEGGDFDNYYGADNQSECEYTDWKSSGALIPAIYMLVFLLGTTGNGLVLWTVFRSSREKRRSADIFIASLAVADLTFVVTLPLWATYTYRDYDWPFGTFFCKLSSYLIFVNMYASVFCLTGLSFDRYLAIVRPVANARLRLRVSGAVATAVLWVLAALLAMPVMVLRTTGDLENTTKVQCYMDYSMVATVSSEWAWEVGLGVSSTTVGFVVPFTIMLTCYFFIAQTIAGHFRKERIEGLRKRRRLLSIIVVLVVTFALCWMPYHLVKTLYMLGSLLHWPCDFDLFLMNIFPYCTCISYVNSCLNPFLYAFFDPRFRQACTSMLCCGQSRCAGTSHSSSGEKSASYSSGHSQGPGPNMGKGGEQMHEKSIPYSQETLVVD
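Assay system: CHO-K1 APJ beta-arrestin complementation cell line / Compound: single test compound dose, 20 µM final, 1% DMSO / Times: overnight seeding, 90 min compound at 25 °C, 1 h detection / Technique: beta-gal luminescence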
MPTP inh – mitochondrial permeability transition pore inhibitors, primary screen, biochemical, isolated mouse mitochondria, absorbance. Ca2+ swelling absorbance, 30 min. inhibition, % at 10 µM. actives 1.4% (n = 360,000). AID 602449, 2012;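 active = inhibition of 50% or more, scaled per plate between neutral and stimulator controls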;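 note: 0% = DMSO wells given calcium and 100% = 1 mM EGTA wells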
beta cell repl – inducers of MIN6 beta-cell proliferation, primary screen, ATP luminescence, uHTS. MIN6 cells proliferation, ATPlite luminescence, 48 h; cells starved in 0.2% serum; 100% = growth in 10% serum. AID 2380, 2010. actives 0.29% (n = 330,000). proliferation, % at 10 µM;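 active = compounds whose signal lies at least 3.5 SD above the mean of all wells on their plate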;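 note: 0% = DMSO-treated cells in low-serum medium and 100% = 10% serum control; some compounds called inactive have numbers as strong as hits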
TIM10 inh – growth inhibitors of isogenic TIM10 control yeast, primary screen, counter-screen for tim10-1 yeast inhibitor project, luminescence, uHTS | inhibition, % at 10 µM | S. cerevisiae TIM10 strain growth, BacTiter-Glo luminescence, 24 h | AID 463195, 2010 | actives 1.4% (n = 330,000);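 active = inhibition of 40% or more at the single tested concentration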;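 note: wild-type TIM10 isogenic control strain grown at permissive 25 °C; 0% = DMSO yeast wells and 100% = minimal medium wells without yeast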
NR3A LBD binder – binders of NR3A ligand-binding domain, primary screen, biophysical, differential scanning fluorimetry, uHTS. Glutamate receptor ionotropic, NMDA 3A (GRIN3A) ligand-binding domain. NR3A LBD differential scanning fluorimetry, Tm shift; 0% = protein alone, 100% = glycine-bound protein. Tm shift relative to glycine control, % at 25 µM. actives 2.5% (n = 340,000);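 active = melting temperature shift of at least 10% of the positive control shift, at one fixed dose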
APJ antag – antagonists of human apelin receptor APJ, primary screen, CHO-K1 cells, beta-arrestin complementation, luminescence. inhibition, % at 20 µM. actives 0.32% (n = 330,000). P35414;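 active = inhibition above about 40% at 20 µM, limit read from the data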;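 note: cells challenged with 10 nM apelin-13 agonist together with compound; plate controls were apelin-13 plus DMSO wells for no effect and DMSO wells lacking apelin-13 for full effect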
NLRP3 yeast inh – NALP3 inflammasome inhibitors in reconstituted yeast, primary screen, luminescence, uHTS. Yeast reconstituted NLRP3/ASC/caspase-1, beta-gal luminescence, 24 h. inhibition, % at 10 µM. actives 0.39% (n = 330,000);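 active = inhibition of 50% or more; inactive = inhibition below 50%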;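 note: plate controls were induced DMSO wells for no effect and uninduced yeast grown without galactose for full effect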
tim10-1 inh – growth inhibitors of tim10-1 mutant yeast, primary screen, luminescence, uHTS | actives 2.2% (n = 330,000) | S. cerevisiae tim10-1 ts strain growth, BacTiter-Glo, 24 h | AID 463190, 2010 | inhibition, % at 20 µM;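 active = inhibition of at least 40%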;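 note: mutant grown at 25 °C; 0% = DMSO wells with yeast and 100% = wells holding no yeast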
tim23-1 inh – growth inhibitors of tim23-1 mutant yeast, primary screen, luminescence, uHTS. S. cerevisiae tim23-1 growth, BacTiter-Glo luminescence, 24 h. inhibition, % at 20 µM. actives 1.3% (n = 330,000). AID 463212, 2010;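 active = growth inhibition of the mutant yeast at or above 50%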;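 note: temperature-sensitive mutant grown at 25 °C; plate controls were DMSO-treated mutant yeast for no effect and medium wells lacking yeast for full effect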
* = called active by the depositor; · = not tested or not shown.

Key to letters: A = APJ ag; B = MPTP inh; C = beta cell repl; D = TIM10 inh; E = NR3A LBD binder; F = APJ antag; G = NLRP3 yeast inh; H = tim10-1 inh; I = tim23-1 inh
COc1ccc(CCC(=O)N2CCN(S(=O)(=O)c3ccc(OC(F)(F)F)cc3)CC2)cc1
  A: -1	B: -2.0	C: 3	D: 14	E: 2	F: -1	G: 15	H: 16	I: 23
O=S(=O)(c1ccc(OCC(O)CN2CCN(c3ccccc3O)CC2)cc1)N1CCOCC1 (stereo not given)
  A: 0	B: 1.7	C: -2	D: 15	E: 0	F: 11	G: 10	H: 14	I: 14
CN1CCN(C(=O)C2=C[C@@H](C3CC3)C[C@@H](OCc3ccc(CO)cc3)O2)CC1
  A: 0	B: 2.4	C: -3	D: -15	E: -2	F: -65	G: 18	H: -22	I: -14
C=CCn1c(N)cc(=O)nc1SCC(=O)Nc1cccc2ccccc12
  A: 11	B: 0.1	C: 2	D: -3	E: -2	F: 3	G: 22	H: -1	I: 12
O=C(Nc1ccc(F)cc1)c1ccc2[nH]c(=O)c(=O)[nH]c2c1
  A: -4	B: -1.4	C: 2	D: -7	E: -1	F: 12	G: 6	H: -12	I: -3
COc1ccc(CC(=O)N2CCOCC2)cc1OC
  A: -4	B: -0.5	C: -2	D: -5	E: 0	F: 7	G: 1	H: -2	I: -5
CCN(CC)C(=O)Cn1cc(S(=O)(=O)CC(=O)Nc2ccc(OC)c(OC)c2)c2ccccc21
  A: 15	B: 4.1	C: 1	D: 4	E: 2	F: -39	G: 6	H: 4	I: -6
O=C(CSc1ccccc1)Nc1ccc(N2CCOCC2)cc1
  A: -4	B: -1.0	C: -3	D: -5	E: -2	F: -1	G: 5	H: 1	I: 7
C(=C\c1ccccc1)/CSc1nnc(-c2cccnc2)n1Cc1ccco1
  A: -2	B: 0.0	C: 1	D: 26	E: 4	F: 6	G: -13	H: 25	I: 46
O=C(Nc1ccc(NC(=O)c2ccncc2)cc1)c1ccncc1
  A: -1	B: ·	C: -5	D: 7	E: ·	F: -14	G: 4	H: 6	I: 9
CCCc1nnc(SCC(=O)N2CCCC(C)C2)n1CCOC (stereo not given)
  A: -2	B: 0.2	C: -1	D: -5	E: 0	F: 5	G: 14	H: -4	I: 3
COCC(C)NC(=O)CCS(=O)(=O)c1nc(-c2ccc(OC)cc2)cc(C(F)(F)F)n1 (stereo not given)
  A: -4	B: 3.0	C: -7	D: 10	E: 1	F: 26	G: -4	H: 19	I: 7
CCCCCOC(=O)C1C(c2ccccc2)C(C(=O)O)C1c1ccccc1 (stereo not given)
  A: -4	B: 1.6	C: 0	D: 0	E: 10*	F: 1	G: 19	H: 26	I: 12
CCOC(=O)/C(C#N)=C/Nc1ccccc1NS(=O)(=O)c1cccc(C(C)=O)c1
  A: -2	B: 1.5	C: -1	D: 9	E: -2	F: 9	G: 8	H: -7	I: -3
Cc1cc2c(N=O)c(NO)ccc2[nH]1
  A: 8	B: 0.8	C: -6	D: 12	E: -2	F: -3	G: -4	H: 25	I: 9
COc1ccc([C@H]2CC(=O)C=C(c3ccc(Cl)c(F)c3)C2)cc1
  A: -2	B: -0.6	C: -4	D: -6	E: 1	F: 15	G: 11	H: 12	I: 27
C=C[C@@H]1c2c(F)cccc2N(S(=O)(=O)c2ccc(C)cc2)[C@H](c2ccc(OC(C)=O)cc2)C1(C#N)C#N
  A: -5	B: 0.4	C: -7	D: 10	E: -3	F: -4	G: -23	H: 2	I: 33
Cc1ccccc1C(=O)Nc1ccc(Br)c(C)n1
  A: -4	B: 1.2	C: -1	D: 13	E: 0	F: 5	G: 7	H: 21	I: 16
COc1ccc(OC)c(NC(=O)c2ccc3c(c2)OCO3)c1
  A: -3	B: 0.7	C: -2	D: 1	E: 3	F: 11	G: 34	H: 6	I: 12
CCN(CC(=O)Nc1ccc(OC)c(OC)c1)CC(=O)Nc1ccccc1C(F)(F)F
  A: -1	B: 1.4	C: -4	D: 16	E: 8	F: 10	G: 12	H: 13	I: 28
CC(C)N(CCc1ccncc1)C(=O)Nc1ccc(Cl)c(Cl)c1
  A: -2	B: -0.9	C: 1	D: -31	E: -1	F: -6	G: -13	H: -17	I: -125
Cc1ccc(C(C(=O)NC2CCCCC2)N(Cc2ccccc2)C(=O)Cc2c[nH]c3ccccc23)o1 (stereo not given)
  A: -2	B: 7.8	C: -3	D: 25	E: 6	F: 0	G: 1	H: 28	I: 25
Cc1cccc(C(=O)NC2CCN(S(=O)(=O)c3ccccc3F)CC2)c1
  A: -1	B: -1.9	C: -2	D: 7	E: 1	F: -11	G: 13	H: 7	I: 13
Cc1nc(N2CCN(Cc3ccc(Cl)cc3)CC2)c2oc3ccccc3c2n1
  A: -1	B: 41	C: -3	D: 42*	E: -1	F: -5	G: -2	H: 53*	I: 54*
COc1ccccc1NC(=O)c1cccnc1
  A: 5	B: -0.3	C: 2	D: -7	E: 2	F: 12	G: 0	H: 10	I: 7
CN(C)S(=O)(=O)Oc1ccsc1C(=O)Nc1ccc(C(F)(F)F)cc1
  A: -4	B: 35	C: -2	D: -9	E: -1	F: 5	G: 25	H: 23	I: -11
Cc1nn(C(C)C(=O)N2CCc3ccccc3C2)c(=O)c2cc3occc3n12 (stereo not given)
  A: -1	B: 3.7	C: 0	D: 8	E: -2	F: 17	G: 16	H: 18	I: 19
NC(=O)c1cccc(S(=O)(=O)N2CCCCC2)c1
  A: 0	B: 1.0	C: 0	D: -3	E: -2	F: 9	G: -10	H: -4	I: 18
COC(=O)COc1cccc2c(=O)n(CC(=O)NCc3ccc(F)cc3)ccc12
  A: -1	B: -0.9	C: -4	D: -5	E: -4	F: -10	G: -1	H: 6	I: 3
Cc1ccc(S(=O)(=O)N2CCN(Cc3ccccc3)CC2)cc1
  A: -4	B: -0.5	C: -2	D: 10	E: 0	F: 10	G: 28	H: 19	I: 16

Structural class: the entries above containing a CF3 group
Key to letters: A = APJ ag; B = MPTP inh; C = beta cell repl; D = TIM10 inh; E = NR3A LBD binder; F = APJ antag; G = NLRP3 yeast inh; H = tim10-1 inh; I = tim23-1 inh
COc1ccc(CCC(=O)N2CCN(S(=O)(=O)c3ccc(OC(F)(F)F)cc3)CC2)cc1
  A: -1	B: -2.0	C: 3	D: 14	E: 2	F: -1	G: 15	H: 16	I: 23
COCC(C)NC(=O)CCS(=O)(=O)c1nc(-c2ccc(OC)cc2)cc(C(F)(F)F)n1 (stereo not given)
  A: -4	B: 3.0	C: -7	D: 10	E: 1	F: 26	G: -4	H: 19	I: 7
CCN(CC(=O)Nc1ccc(OC)c(OC)c1)CC(=O)Nc1ccccc1C(F)(F)F
  A: -1	B: 1.4	C: -4	D: 16	E: 8	F: 10	G: 12	H: 13	I: 28
CN(C)S(=O)(=O)Oc1ccsc1C(=O)Nc1ccc(C(F)(F)F)cc1
  A: -4	B: 35	C: -2	D: -9	E: -1	F: 5	G: 25	H: 23	I: -11

Later entries.
Key to letters: A = APJ ag; B = MPTP inh; C = beta cell repl; D = TIM10 inh; E = NR3A LBD binder; F = APJ antag; G = NLRP3 yeast inh; H = tim10-1 inh; I = tim23-1 inh
Cc1noc(C)c1S(=O)(=O)Nc1ccc2c(c1)C(=O)N([C@H](C)CO)C[C@H](C)[C@@H](CN(C)S(=O)(=O)c1ccc(F)cc1)O2
  A: -2	B: 0.0	C: -2	D: 2	E: 1	F: 9	G: 8	H: -9	I: -1
CCN1CC(CN(C)Cc2nc(COc3ccccc3)no2)CC1=O (stereo not given)
  A: -2	B: 1.4	C: 0	D: -8	E: 1	F: -27	G: 5	H: 10	I: 8
O=C(COc1ccc(Br)cc1)Nc1ccc(N2CCOCC2)cc1N1CCOCC1
  A: -4	B: 1.5	C: -2	D: 4	E: 0	F: -4	G: 26	H: 0	I: 10
Cc1ccc(SCC(=O)Nc2ccc(S(=O)(=O)Nc3nccs3)cc2)cc1
  A: -1	B: -2.7	C: 0	D: -7	E: -8	F: -20	G: -14	H: 17	I: 2
COc1cc(C(=O)O)cc(Br)c1OC1CCCC1
  A: 0	B: 0.5	C: -2	D: 2	E: 1	F: 4	G: 12	H: 7	I: 24
CCOP(=O)(OCC)c1nc(-c2ccc(Cl)cc2Cl)oc1N1CCOCC1
  A: -3	B: -0.9	C: -1	D: 19	E: -6	F: 10	G: 5	H: 4	I: 38
CCCCOc1ccc(C(=O)NCC(=O)NNC(=O)C2COc3ccccc3O2)cc1 (stereo not given)
  A: -3	B: 1.6	C: 4	D: -7	E: 0	F: 17	G: 1	H: -2	I: -6
CCCCn1c(N)c(N(CCOC)C(=O)c2ccc(S(=O)(=O)N(CC)c3ccccc3)cc2)c(=O)[nH]c1=O
  A: 1	B: -0.7	C: -4	D: 1	E: 2	F: 6	G: 19	H: 10	I: -5
COc1ccc(Cc2nc(-c3ccc(Cl)cc3)no2)cc1
  A: -3	B: 0.3	C: -1	D: -12	E: 6	F: -6	G: -2	H: 0	I: -7
CCOC(=O)CCNC(=O)Nc1ccc2nc(C)n(Cc3ccc(Cl)cc3)c(=O)c2c1
  A: 4	B: 0.1	C: -2	D: 3	E: -1	F: 1	G: 13	H: 11	I: 7
COc1ccc(/C=N/N=C2/NC(=O)CC(C(=O)O)S2)cc1 (stereo not given)
  A: -7	B: 0.0	C: -3	D: -17	E: -1	F: -12	G: 7	H: -4	I: 0
CC1(C)C(=O)OC(c2c3ccccc3cc3ccccc23)C(C)(C)C1=O (stereo not given)
  A: 4	B: 1.2	C: -2	D: 18	E: 0	F: -16	G: 18	H: 22	I: 28
Cc1cccc(CN2C[C@]34C=C[C@@H](C[C@@H]3S2(=O)=O)O4)c1
  A: -5	B: -2.8	C: 2	D: -4	E: 2	F: 11	G: 16	H: -12	I: 2
CCN1C(=O)CC(C(=O)NCCc2ccc(S(N)(=O)=O)cc2)SC1=Nc1ccc(OC)cc1 (stereo not given)
  A: -1	B: -1.7	C: -3	D: 1	E: -1	F: -23	G: 7	H: -1	I: 5
OCCCc1cn(-c2ccccc2)c2ccccc12
  A: 1	B: -1.3	C: 0	D: 5	E: 1	F: -19	G: 10	H: 7	I: 12
CC(=O)Nc1ccc(OCC(O)CN2CCN(c3ccccc3Cl)CC2)cc1 (stereo not given)
  A: -3	B: -1.1	C: 0	D: -21	E: -2	F: -7	G: 1	H: -28	I: -23
CC(C)c1ccc(NC(=O)COC(=O)/C=C/c2cccc([N+](=O)[O-])c2)cc1
  A: -2	B: 0.7	C: -3	D: 4	E: 2	F: 6	G: 9	H: 7	I: 1
CN(C(=O)c1ccc2c(c1)OCO2)C1(C(=O)NC2CCCCC2)CCCCC1
  A: 0	B: -0.7	C: -2	D: 16	E: 2	F: 3	G: -8	H: 33	I: 28

Outcome played no part in choosing rows. Share with any hit: about 7.2%.
